Source: PubChem BioAssay
KOR beta-arrestin-1 = KOR agonists, beta-arrestin recruitment, primary screen, cell-based, luminescence, uHTS (AID 1777). Kappa-type opioid receptor (Homo sapiens). 280,000 compounds, 0.02% hits. one-dose activation, % at 10 µM; EC50 in µM for titrated hits. KOR beta-arrestin recruitment, luminescence; higher % means a stronger effect; in the data active means activation above about 50%, passing the limit was not always enough; further: a part of the inactive calls stands beside numbers as strong as those of hits
SV40 large T antigen = SV40 large T antigen inhibitors, biochemical (AID 1903) | one-dose inhibition, % at 20 µM; IC50 in µM for titrated hits | SV40 large T antigen ATPase/helicase inhibition assay; higher % means a stronger effect | 310,000 compounds, 0.39% hits; in the data active means a potency from the dose series; inconclusive means inhibition mostly from about 32% at the one dose, without a potency; inactive means the rest, 99 in 100 with inhibition below about 32%; further: strong numbers were not always called active
GPR55 LPI antagonism = GPR55 antagonists blocking LPI-driven arrestin recruitment, primary screen, imaging, U2OS, beta-arrestin-GFP, LPI agonist (AID 2013). G-protein coupled receptor 55 (Homo sapiens). U2OS GPR55 beta-arrestin-GFP translocation imaging, LPI antagonism; higher % means a stronger effect. one-dose inhibition, % at 10 µM; IC50 in µM for titrated hits. 290,000 compounds, 0.13% hits;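 active means spots per cell inhibited over 60%, with over 100 cells counted and total cytoplasm intensity under 500,000; inconclusive means wells with under 100 cells, flagged as likely toxic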;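 further: U2OS cells stably carrying GPR55 and arrestin-GFP stimulated by 5 µM LPI near EC80; imaged beta-arrestin-GFP aggregate spots per cell after agonist stimulation; plate controls were LPI-stimulated DMSO wells for no effect and DMSO wells without LPI for full effect; some results filed as inactive read as strong as hits; confirmed hits need IC50 under 10 µM and bright autofluorescent wells are also inconclusive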
HIV fusion peptide = inhibitors of HIV fusion peptide binding, primary screen, biochemical, uHTS, fluorescence dequenching (AID 1986); 290,000 compounds, 0.3% hits; cell-free peptide binding, fluorescence dequenching, 30 min; higher % means a stronger effect; inhibition, % at 20 µM; hits with a dose series show IC50 in µM; in the data active means inhibition mostly above about 52%, no sharp cut-off; inactive means mostly below about 76%; further: some results filed as inactive read as strong as hits
GPR55 activation = GPR55 agonists via beta-arrestin recruitment, primary screen, imaging, U2OS cells, beta-arrestin-GFP redistribution (AID 1961). G-protein coupled receptor 55 (Homo sapiens). U2OS GPR55 beta-arrestin-GFP redistribution imaging; higher % means a stronger effect. one-dose activation, % at 10 µM; EC50 in µM for titrated hits. 290,000 compounds, 0.048% hits;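 active means activation above 40% with more than 50 cells counted in the well; inconclusive means wells holding fewer than 50 cells, flagged as toxic or sparse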;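 further: U2OS osteosarcoma cells stably expressing GPR55 and beta-arrestin-GFP; plate controls were DMSO negative control for no effect and LPI positive control for full effect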
KOR beta-arrestin-2 = KOR antagonists, beta-arrestin recruitment, cell-based, luminescence, uHTS (AID 1778) | Kappa-type opioid receptor (Homo sapiens) | KOR beta-arrestin recruitment, luminescence, antagonist mode; higher % means a stronger effect | inhibition, % at 10 µM; hits with a dose series show IC50 in µM | 290,000 compounds, 0.091% hits; further: strong numbers were not always called active
Rac1 GTP hydrolysis = MgcRacGAP GTPase-activating activity inhibitors, confirmation, biochemical, ADP Hunter fluorescence; Rac GTPase-activating protein 1 (Homo sapiens); MgcRacGAP-stimulated Rac1 GTP hydrolysis, ADP Hunter fluorescence; higher % means a stronger effect; GST-tagged Rac1 F28L mutant substrate; one-dose inhibition, % at 30 µM; IC50 in µM for titrated hits; 340,000 compounds, 0.6% hits;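 active means first-screen hits whose inhibition reached a set limit at any dose in the follow-up dose series; inconclusive means inhibition above the set first-screen limit but never retested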;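 further: fluorescence reports GDP produced by GAP-driven GTP hydrolysis; strong numbers were not always called active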
HEK293 NOD2/NF-kB = NOD2 signaling inhibitors, cell-based, luminescence, uHTS, HEK293 (AID 1566); 290,000 compounds, 0.63% hits; HEK293 NOD2/NF-kB luciferase reporter, luminescence; higher % means a stronger effect; one-dose inhibition, % at 4 µM; EC50 in µM for titrated hits; further: many of its hits are not listed in these tables
NOD1 NF-kB reporter = NOD1 signaling inhibitors, primary screen, cell-based, luminescence, uHTS (AID 1578) | 290,000 compounds, 1% hits | inhibition, % at 4 µM, or EC50 in µM where a hit was titrated | NOD1-driven NF-kB luciferase reporter cells, luminescence; higher % means a stronger effect; in the data active means inhibition mostly above about 36%, no sharp cut-off; inactive means mostly below about 34%;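 further: HEK-293T reporter cells stimulated with the NOD1 agonist gamma-tri-DAP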
Starred values were filed as active, the others as inactive; ? = inconclusive; nt = not tested or not shown; [ ] = another dose, or the depositor's remark. Unless noted, no stated cut-off is given here; in the data, active means inhibition above about 50%; inactive means the rest. An excerpt; rates above refer to the full screens.

item	Structure	KOR beta-arrestin-1	SV40 large T antigen	GPR55 LPI antagonism	HIV fusion peptide	GPR55 activation	KOR beta-arrestin-2	Rac1 GTP hydrolysis	HEK293 NOD2/NF-kB	NOD1 NF-kB reporter
1	Cc1sc2ncnc(N/N=C/c3ccc(O)cc3)c2c1C	-2.9%	?	-2%	-2.0%	-0.1%	21%	38µM*	19%	45%
2	COc1ccc(/C=N/OCC(=O)N2CC3(C)CC2CC(C)(C)C3)cc1 (stereo not drawn)	0.7%	5%	20%	-1.0%	-0.1%	10%	4%	24%	-39%
3	CCCOc1ccc(C(=O)NC(=S)Nc2nc(C)c(C(=O)N(C)C)s2)cc1	3.2%	-3%	16%	2.7%	0.0%	-24%	5%	12%	4%
4	CN(C)CCNc1oc(COc2cccc(Cl)c2)nc1C#N	1.0%	22%	-5%	-2.8%	-0.3%	-26%	5%	-2%	-17%
5	CCC(=O)n1nc(-c2cccnc2)nc1NCc1ccc(F)cc1	6.7%	10%	2%	-0.1%	-0.7%	-17%	-7%	9%	-8%
6	O=S(=O)(c1ccccc1)c1nc(-c2cccs2)oc1NCC1CCCO1 (stereo not drawn)	-1.3%	8%	0%	-2.1%	0.2%	0%	4%	10%	12%
7	Cc1cc(C)c2nc(C(F)(F)F)nc(N3CCN(C(=O)c4ccco4)CC3)c2c1	1.4%	2%	4%	1.3%	-0.4%	11%	-2%	8%	-31%
8	CCCN1CN(Cc2ccccc2)CNC1=S	4.0%	8%	7%	-0.8%	0.1%	-8%	7%	15%	-23%
9	CCN(Cc1ccccc1)S(=O)(=O)c1nc2nc(C)c(C)c(C)n2n1	-0.5%	-1%	3%	2.0%	-0.1%	-7%	4%	-11%	-12%
10	CCCCn1c(=N)n(CC(=O)c2ccc([N+](=O)[O-])cc2)c2ccccc21	-1.1%	12%	8%	-4.2%	-0.5%	-33%	nt	17%	11%
11	Cc1ccc(NC(=O)CCC(=O)OCC(=O)c2ccc(Oc3ccc([N+](=O)[O-])cc3)cc2)cc1	80%	11%	6%	-1.0%	-0.3%	-1%	7%	6%	-12%
12	CCc1cc(-c2n[nH]c(=S)n2N)n(C)n1	-1.4%	5%	10%	-1.6%	0.2%	16%	18%	10%	6%
13	O=C(Nc1cccc(NC(=O)c2cccs2)c1)c1ccc(F)cc1	0.2%	20%	18%	1.6%	0.9%	6%	14%	7%	-11%
14	O=C(O)/C=C/c1cn(Cc2ccccc2)nc1-c1ccc(Cl)cc1	-3.3%	2%	-13%	6.2%	-0.5%	24%	7%	4%	3%
15	COc1ccc(NS(=O)(=O)NC(=O)c2c(C)n(C)c3ccccc23)cc1	3.5%	32%	-7%	-0.3%	-0.1%	-10%	24%	11%	-26%
16	O=C(COC(=O)C1=Cc2ccccc2OC1)NC1CCCC1	-3.7%	5%	2%	-2.0%	-0.4%	13%	7%	0%	-22%
17	Cc1ccc(NC(=O)/C(=C/c2cccc([N+](=O)[O-])c2)NC(=O)C2CCCCC2)cc1	-3.9%	10%	62%	-1.1%	-0.1%	-28%	3%	-9%	-8%
18	CCNc1ccc(C(=O)N/N=C/c2c(C)nn(-c3ccccc3)c2N2CCCC2)cc1[N+](=O)[O-]	2.6%	-12%	9%	0.4%	-0.1%	14%	7%	19%	3%
19	NC(=O)CSc1nccn1Cc1ccc(Cl)cc1	-3.3%	8%	1%	-0.2%	-0.1%	-22%[20 µM]	4%	-9%	-19%
20	CCOC(=O)COc1ccc(/C=C/[N+](=O)[O-])c(OCC(=O)OCC)c1	-1.8%	23%	14%	4.6%	5.8%	-11%	8%	8%	1%
21	CC(NO)/C(=N\O)c1cccs1 (stereo not drawn)	2.2%	16%	2%	2.4%	-0.1%	-28%	-1%	-2%	-34%
22	O=C(O)CN1C(=O)/C(=C2\SC(=S)N(C(Cc3ccccc3)C(=O)O)C2=O)c2ccccc21 (stereo not drawn)	-0.6%	19%	9%	34%	0.2%	26%	7%	3%	14%
23	NC(=O)CC1NC(=O)c2cc([N+](=O)[O-])cc(I)c2OCCC(C(N)=O)NC(=O)[C@@H]2CCCN2C1=O (stereo partly drawn)	-2.7%	12%	-10%	1.7%	-0.1%	10%	nt	0%	-39%
24	CC(C)c1ccc(O)c(NC(=O)c2cccnc2)c1	-4.3%	17%	4%	-0.2%	-0.1%	-1%	10%	14%	8%
25	S=c1[nH]nc(-c2ccccn2)n1/N=C/c1ccc(Cl)cc1	1.2%	20%	6%	-1.8%	-0.1%	8%	27%	8%	1%
26	C/C(=N\Nc1nc2ccccc2[nH]1)c1ccc(Cl)s1	3.7%	10%	-13%	-0.8%	-0.1%	21%	42µM*	16%	-12%
27	COc1cc(/C=N/NC(N)=S)ccc1OCC(=O)Nc1ccc(C)c(C)c1	24%	6%	6%	1.4%	0.2%	-13%	11%	-21%	-27%
28	COc1ccc(C2=NOC3(CC(=O)N(c4ccc5ccccc5c4)C3=O)C2)c(OC)c1 (stereo not drawn)	-2.7%	9%	7%	-2.2%	0.0%	7%	5%	12%	-4%
29	CC(C)c1ccccc1NC(=O)Cn1c(/C=C/c2ccccc2)nc2ccccc21	nt	5%	14%	2.7%	0.3%	nt	nt	-25%	-2%
30	CCOC(=O)c1ccc(S(=O)(=O)N(CCO)Cc2cc3cc(OC)c(OC)cc3[nH]c2=O)cc1	-4.9%	10%	7%	0.8%	-0.1%	16%	13%	1%	-9%
31	Oc1ccc(/C=N/NC2=NCCCCC2)c(O)c1	6.9%	6%	-8%	-1.8%	-0.2%	2%	43µM*	-36%	-21%
32	CN1CCC(=NOc2ccc([N+](=O)[O-])cc2)CC1	nt	12%	6%	-1.2%	-0.1%	-21%[20 µM]	4%	-42%	-37%
33	Cc1cccc(N2C(=O)/C(=C/c3ccccn3)SC2=S)c1	14%	7%	2%	-0.7%	0.0%	2%	nt	3%	-12%
34	O=c1[nH]c2cccnc2c2ccsc12	2.8%	13%	1%	1.6%	-0.1%	2%[20 µM]	1%	-10%	-24%
35	Cc1cc(C)n2nc(SCc3ccccc3)nc2n1	-4.9%	10%	13%	0.6%	0.0%	-14%	-1%	-17%	-16%
36	CC(C)(O)C1=NOC(c2ccccc2)C1 (stereo not drawn)	-3.9%	2%	4%	-1.6%	-0.1%	16%	2%	-4%	-23%
37	CCCCCc1nnc(NC(=O)C(=O)OCC)s1	4.5%	9%	nt	2.7%	0.0%	4%	-1%	18%	-11%
38	Cc1cc(-c2nnc(-c3cccc(Cl)c3)o2)no1	4.7%	8%	1%	1.5%	0.5%	-4%	9%	31%	-6%
39	Cn1c(O)c(/C=N/NC(=O)c2cc3ccccc3cc2O)c2ccccc21	-3.8%	5%	10%	90%	0.4%	-25%	6%	-4%	-47%
40	CN(Cc1ccccc1)C(=O)COC(=O)Cn1cnc2ccccc21	23%	11%	9%	0.7%	2.5%	-14%	4%	4%	8%
41	Cc1ccc(Cc2cnc(NC(=O)/C(C#N)=C/c3ccc(-c4cccc([N+](=O)[O-])c4)o3)s2)cc1	-1.9%	4%	13%	1.4%	0.0%	17%	9%	-37%	-146%
42	N/C(=N\OC(=O)COc1ccccc1)c1ccccn1	8.8%	8%	10%	0.7%	0.6%	20%	9%	-20%	-21%
43	COc1ccccc1NC(=O)COc1cc(C)nc(C(C)C)n1	-7.3%	21%	1%	-1.5%	-0.1%	7%	-2%	1%	-12%
44	CCC(C(=O)NNC(=O)c1cnccn1)c1ccccc1 (stereo not drawn)	15%	4%	6%	0.1%	0.1%	12%	10%	6%	-30%
45	CC1CC=C(c2ccccc2)C(=S)N1 (stereo not drawn)	0.5%	12%	2%	-0.7%	-0.1%	9%	0%	-8%	-5%
46	COc1ccccc1NC(=O)CCC(=O)c1ccc(-c2ccccc2)cc1	1.3%	15%	8%	3.0%	-0.2%	1%	-5%	0%	-14%
47	COc1ccccc1C(=O)NCC(=O)N/N=C/c1ccc([N+](=O)[O-])cc1	0.1%	-2%	6%	0.0%	0.5%	4%	10%	6%	-21%
48	COc1ccc(C2(c3ccc(OC)cc3)NC(=O)N(CC(=O)Nc3ccc(OC)c(OC)c3)C2=O)cc1	-0.2%	4%	17%	-2.0%	0.3%	7%	10%	18%	-16%
49	COc1ccccc1NC(=O)c1cc2ccccc2o/c1=N\O	3.1%	1%	2%	0.7%	-0.2%	14%	16%	-14%	5%
50	CC1=C(C#N)C(NC(=O)C2CCCCC2)(C(F)(F)F)C(=O)N1 (stereo not drawn)	0.4%	20%	9%	-2.6%	-0.2%	-19%	2%	20%	6%
51	Cc1cccc(Nc2n[nH]c(C)c2[N+](=O)[O-])c1	5.2%	8%	8%	-2.8%	0.1%	25%	6%	-118%	-36%
52	CCOC(=O)C1=C(N)N(c2ccccc2)C2=C(C(=O)CCC2)C1c1cccnc1 (stereo not drawn)	0.3%	7%	10%	0.1%	-0.2%	-8%	4%	7%	-6%
53	COc1ccc(CCn2nnnc2C(c2ccccc2)N2CCN(C)CC2)cc1OC (stereo not drawn)	2.4%	7%	10%	0.0%	-0.2%	-13%	1%	11%	-2%
54	COC(=O)C1(c2ccccc2)NC(c2ccc(O)cc2)C2C(=O)N(c3ccc4c(c3)OCO4)C(=O)C21 (stereo not drawn)	4.6%	4%	6%	-2.4%	0.0%	0%	-2%	-4%	-4%
55	Cc1c(/C=N/NC(=O)c2ccc(Br)o2)cnn1C	-6.1%	11%	-9%	-1.5%	-0.1%	10%	nt	15%	1%
56	N#CC1=C(N)OC2=C(C(=O)CCC2)C1C1CC=CCC1 (stereo not drawn)	-5.9%	-3%	2%	-1.3%	-0.2%	-4%	-1%	18%	15%
57	O=C(Nc1cccc(F)c1)N1CCN(C(=O)c2ccco2)CC1	-1.1%	13%	5%	1.2%	0.0%	3%	2%	-6%	-32%
58	COc1ccc(CC(=O)N/N=C(\C)c2ccccn2)cc1	2.5%	6%	2%	4.0%	0.4%	15%	8%	18%	32%
59	O=C(O)c1ccc(CNS(=O)(=O)c2ccc(Oc3ccccc3Cl)cc2)cc1	0.6%	9%	13%	3.4%	0.6%	-1%	8%	39%	-2%
